p53ts 39C tox: p53ts cell cytotoxicity, nonpermissive temperature. H1299-p53A138V viability at 39C, ATP luminescence, 24 h. Potency, µM (doses to about 46.1 µM), inactives show at the highest dose activity change, negative = cell killing, usual class: cytotoxic. actives 1.5% (n = 130,000). AID 902; note: nearly all actives have a fitted effect of over 55% in size
IkB signaling: suppresses IkB signaling in ABC-DLBCL reporter cells. ABC-DLBCL IkBa-CBG/CBR dual luciferase ratio, 4 h; response scale: scaled: untreated 0%, proteasome inhibitor 100%. Potency, µM (doses to about 57.1 µM), without a hit: at the highest dose IkBa stabilization activation. actives 0.04% (n = 110,000). AID 445; active = well fitted curve in the direction sought with a large enough effect in the signal ratio, not every such curve was filed as active; inconclusive = small, poorly fitted or top-dose-only effect, or a change in a side signal; the % refers to the signal ratio;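 note: the direction sought is a rising ratio; 0% = basal untreated cells and 100% = reference inhibitor full response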
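Curves were fitted separately to fusion (green), unfused (red) and ratio luminescence, then classed by r2, magnitude and activity. Cells: OCI-Ly3, 4 h compound plus doxycycline at 37C; 10 uM MG-132 defined full response.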
p53ts 32C kill: kills p53ts cells at the permissive temperature; H1299-p53A138V at 32C, ATP luminescence viability, 24 h; Potency, µM (series often up to 46.1 µM), inactives show at the top dose activity change, negative = cytotoxicity, actives largely listed as cytotoxic; actives 0.93% (n = 130,000); AID 924;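 note: 0% = DMSO and -100% = full killing by reference compound; nearly all actives have a fitted effect of over 55% in size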
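H1299-p53 A138V cells (temperature-sensitive p53) exposed 24 h to up to 46 uM compound at 32C, where p53 is wild-type in conformation. Viability read as ATP luminescence and normalised to DMSO and 100 uM tamoxifen. AC50 fitted with the Hill equation.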
Peg3 imprint: genomic imprint erasure induction; mouse ES Peg3-LacZ reporter, beta-gal luminescence, 40 h; Potency, µM (highest dose often 60.7 µM), without a hit: top-dose activity change, positive = activation, hits mostly activators; actives 0.02% (n = 110,000);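 note: 0% = negative control wells on the plate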
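Imprint erasure is scored as LacZ activity from the silenced maternal Peg3 allele in feeder-free female ES cells cultured 40 h with LIF. Luminescence is normalized to in-plate negative controls and fitted to the Hill equation.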
The depositor's hits bear a star; ? = inconclusive; . = no result given; [ ] = another dose, or the depositor's remark. Unless noted, calls come from the whole dose curve; as a rule, active = well fitted curve in the direction sought with a large enough effect; inconclusive = small, poorly fitted or top-dose-only effect, or another doubt; inactive = no such curve, though single readings can be large; an effect the other way counts as inactive or inconclusive. Unless noted, % is set by controls: 0 for no effect and ±100 for the full control effect; potency is the fitted concentration of half-maximal effect. Compounds were not picked by outcome; any-hit rate near 1.8%.

item	Molecule	p53ts 39C tox	IkB signaling	p53ts 32C kill	Peg3 imprint
1	Cc1ccc(-n2nc(C)c3nc(CCC(=O)Nc4ccc(F)cc4)c(=O)n(C)c32)cc1	-9%	-0.2%	-3%	13%[10.9 µM]
2	Cn1c2c(c(=O)n(C)c1=O)C(c1cc3c(cc1Br)OCO3)CC(=O)N2 (centres undefined)	3%	-2.2%	-2%	-10%
3	CNC(=S)N/N=C/c1c(C)nn(-c2cccc(Cl)c2)c1Cl	-7%	.	39%[activator]	.
4	C=CCc1cccc2cc(-c3nc4ccc(C)cc4[nH]3)c(=O)oc12	-11%	-2.8%	-5%	-14%[10.9 µM]
5	O=S(=O)(c1ccccc1)N1CCC2(CCCN(C(c3ccccc3)c3ccccc3)C2)CC1	7%	4.1%[11.4 µM]	-7%	.
6	O=C(COc1ccc(Cl)cc1)NCc1nnc(SCC(=O)Nc2ccc3c(c2)OCCO3)o1	3%	?	2%	3%
7	Cc1cccc(C)c1Nc1nnc(SCC(=O)NCc2ccco2)s1	-2%	0.1%	3%	-15%
8	COc1ccc(NC(=O)N2CCC(n3c(C)nc4cccnc43)CC2)cc1OC	-19%	-0.9%	1%	-15%[10.9 µM]
9	COc1cccc(NC(=O)C(Cc2ccccc2)NS(=O)(=O)c2ccc3c(c2)c(=O)n(C)c(=O)n3C)c1 (centres undefined)	-9%	-2.2%	2%	-5%[10.9 µM]
10	Cc1cccc2cc(CN(CCN3CCOCC3)C(=O)NCc3ccccc3)c(=O)[nH]c12	0%	0.4%	-4%	.
11	O=C(O)c1ccc2c(c1)C(=O)N(CCC1=CCCCC1)C2=O	-2%	1.0%	2%	-39%[inhibitor]
12	COc1ccc(NC(=O)c2ncoc2-c2ccco2)cc1Cl	-14%	-1.5%	-3%	-14%[10.9 µM]
13	CC(=O)N1CN(C2CCS(=O)(=O)C2)Cc2c1sc1c2CCCC1 (centres undefined)	12%	-0.6%	3%	18%
14	Cc1oc(C(C)(C)C)cc1C(=O)N1CCCC1C(=O)O (centres undefined)	3%	.	7%	.
15	CNC(=O)CSc1nnc(-c2cccc(S(=O)(=O)N3CCOCC3)c2)n1-c1ccc(F)cc1	0%	-0.8%	-2%	-3%

item	Molecule	p53ts 39C tox	IkB signaling	p53ts 32C kill	Peg3 imprint
16	Cc1cc(NC(=O)c2cnn3c(C(F)(F)F)cc(-c4ccccc4)nc23)no1	8%	0.5%	2%	6%
17	O=C(c1ccc2nccnc2c1)N1CCN(Cc2ccc3c(c2)OCO3)CC1	7%	0.6%	1%	5%
18	c1csc(CNc2ncnc3nc[nH]c23)c1	-7%	-2.2%	15%	-25%
19	COc1ccc2[nH]cc(CCN=C(NC(=O)c3ccccc3OC)Nc3nc(C)cc(C)n3)c2c1	8%	?	2%	-17%[10.9 µM]
20	COC(=O)c1cc2oc3ccccc3c2n1CC(=O)Nc1ccccc1OC	3%	4.0%	4%	17%
21	COc1cccc2c1Oc1ncccc1N(c1ccc(C(=O)NCc3ccccc3C)s1)C2	0%	-0.3%	7%	-7%[10.9 µM]
22	CCCn1c(=O)c2sccc2n2c(CCCC(=O)NCCOC)nnc12	-13%	-1.4%	3%	-14%[10.9 µM]
23	O=C(c1ccc(Br)o1)N1CCN(c2ccc(F)cc2)CC1	0%	-1.3%	7%	-17%
24	COc1ccc(CNC(=O)CCCN2C(=O)CSc3c2c(C)nn3-c2ccccc2)c(OC)c1	-10%	?	-4%	-10%[10.9 µM]
25	CCOC(=O)N/N=C(\C)c1ccc(OC(F)F)cc1OC(F)F	-9%	.	-6%	.
26	CN(C)CCCN1C(=O)C(=O)/C(=C(/O)c2ccc(S(=O)(=O)N(C)C)cc2)C1c1ccncc1 (centres undefined)	1%	.	-1%	.
27	COc1ccc(-c2nc3cc(NC(=O)c4ccc(C)cc4)ccc3o2)cc1Cl	?	2.5%	9%	-8%[10.9 µM]
28	COc1ccc(CN(CC(=O)NCc2ccco2)C(=O)CCC(=O)Nc2nccs2)cc1	9%	0.7%	8%	-8%
29	CCn1c(SCC(=O)NNC(=S)Nc2ccccc2)nnc1-c1ccc(Cl)cc1	-24%	.	-23%	.
30	C=CCOC(=O)C(C(C)=O)C(NC(=O)OC)c1ccc(F)cc1 (centres undefined)	-1%[9.22 µM]	.	1%[9.22 µM]	.

Part of the list above, screen by screen.
#22 CCCn1c(=O)c2sccc2n2c(CCCC(=O)NCCOC)nnc12
#21 COc1cccc2c1Oc1ncccc1N(c1ccc(C(=O)NCc3ccccc3C)s1)C2
Screen / compound no.	22	21
p53ts 39C tox	-13%	0%
IkB signaling	-1.4%	-0.3%
p53ts 32C kill	3%	7%
Peg3 imprint	-14%[10.9 µM]	-7%[10.9 µM]

The listing continues:
item	Molecule	p53ts 39C tox	IkB signaling	p53ts 32C kill	Peg3 imprint
31	Cc1ccc(Cl)cc1NC(=O)CSc1nccn1C	2%	-1.7%	0%	-12%[10.9 µM]
32	Cc1noc(C)c1CSc1nc2ccccc2c(=O)n1-c1ccc(F)cc1F	16%	?	-1%	-17%
33	CCOc1ccc(OCC)c2sc(C)nc12	7%	-2.1%	2%	-5%
34	COc1nnc(-c2ccc(N3CCCCC3)c(NC(=O)c3ccccc3Cl)c2)c2ccccc12	10%	15%	48%[activator]	-11%[10.9 µM]
35	CCN(CC)c1ccc(NC(=O)c2cc(S(=O)(=O)N3CCc4ccccc43)cn2C)c(C)c1	7%	2.1%	19%	-14%[10.9 µM]
36	CN(C)c1ncc2nc(CCc3ccccc3)c(=O)n(Cc3ccc(F)cc3)c2n1	-14%	1.0%[11.4 µM]	-19%	.
37	Cc1ccc(-n2ncc3c(NNC(=O)c4ccccc4C)ncnc32)cc1	-10%	?	-3%	-19%[10.9 µM]
38	O=C(Cn1cnc2c(oc3ccccc32)c1=O)c1ccccc1	3%	5.1%	-8%	3%
39	COC(=O)CCN(C(=O)C1CCN(S(=O)(=O)c2c(C)noc2/C=C/c2ccccc2F)CC1)c1ccccc1	?	3.1%	7%	-6%[10.9 µM]
40	COc1ccccc1CNC(=O)CCC1N=C2c3ccccc3N=C(SCc3ccc(C)cc3C)N2C1=O (centres undefined)	1%	?	16%	?
41	CC(=O)NCC(=O)OC(C)C(=O)Nc1ccc(C(C)=O)cc1 (centres undefined)	-10%	-0.2%	-1%	-10%
42	O=C1OCc2cc(NS(=O)(=O)c3cccs3)ccc21	8%	1.0%	-2%	-16%
43	CCN1CCCC1CNC(=O)Cn1cnc2sc(C)c(S(=O)(=O)N3CCC(C)CC3)c2c1=O (centres undefined)	-12%	-0.2%	?	-11%
44	Cn1c(=O)cc(SCC(=O)NCC2COc3ccccc3O2)c2ccccc21 (centres undefined)	14%	1.6%	0%	5%
45	CC(O)c1cccc(NC(=O)CCC(=O)O)c1 (centres undefined)	2%	-1.1%	2%	4%

Values in list order from the entries so far.
Entries 37–40 in IkB signaling: ?, 5.1%, 3.1%, ?
Entries 37–40 in p53ts 32C kill: -3%, -8%, 7%, 16%

Next results.
Labels used below – A = p53ts 39C tox; B = IkB signaling; C = p53ts 32C kill; D = Peg3 imprint
46	CCCN(Cc1cccs1)C(=O)Nc1cc(C)ccc1OC
  A: ? | B: ? | C: 0% | D: -7%[10.9 µM]

47	CCOc1ccccc1NC(=O)Cn1cnc2c1c(=O)n(C)c(=O)n2C
  A: 10% | B: 1.6% | C: 3% | D: 5%[10.9 µM]

48	N#Cc1ccc(CN2CCC3(CC2)CCN(C(=O)c2csnn2)CC3)cc1
  A: -9% | B: -0.7%[11.4 µM] | C: -11% | D: .

49	Cc1c(C(=O)N2CCOCC2)oc2c1-c1nn(CC(=O)NCc3cccc(Cl)c3)cc1CC2
  A: -16% | B: ? | C: 0% | D: -12%[10.9 µM]

50	COc1ccc(CC(=O)NCc2ccc3c(c2)CCN3C(=O)c2ccc(C)cc2)cc1OC
  A: -17% | B: ? | C: -15% | D: -12%[10.9 µM]

51	CCc1cccc(CC)c1NC(=O)CSc1nc2ccc(N3C(=O)C4C(C3=O)[C@H]3C=C[C@@H]4C3)cc2s1 (some centres undefined)
  A: -26% | B: . | C: 1% | D: .

52	c1ccc(Nc2nc(N3CCOCC3)nc(N3CCOCC3)n2)cc1
  A: 5% | B: . | C: 7% | D: .

53	COc1cc(Cl)c(NS(=O)(=O)c2ccc(-c3cnc(C4CC4)o3)cc2)c(OC)c1
  A: -24% | B: 16% | C: 9% | D: -24%[10.9 µM]

54	CC(=O)Oc1ccc(/C=c2\sc3ncnn3c2=O)cc1
  A: -12% | B: -3.0% | C: -10% | D: -11%

55	Cc1ccc(C)c(O)c1
  A: 7% | B: 0.1% | C: 18%[1.84 µM] | D: -1%

Labels used below – A = p53ts 39C tox; B = IkB signaling; C = p53ts 32C kill; D = Peg3 imprint
56	CSc1nc2c(c(=O)n1-c1ccc(C)cc1)SCC2
  A: -9% | B: -1.6% | C: 1% | D: -11%

57	COCCNC(=O)CCn1c(=O)[nH]c2cc(OC)c(OC)cc2c1=O
  A: 18% | B: -0.6% | C: 0% | D: -4%[10.9 µM]

58	C=CCSc1nc2c(cc1C#N)CCC2
  A: -2% | B: -0.7% | C: -6% | D: -15%

59	Cc1cccc2cc(CN(Cc3nnnn3Cc3ccccc3)C3CCCC3)c(=O)[nH]c12
  A: -10% | B: ? | C: -20% | D: -6%

60	COc1ccccc1-c1cc(C(F)(F)F)nc(S(=O)(=O)CCCC(=O)NC(C)C)n1
  A: ? | B: 1.6% | C: ? | D: -16%

61	CCSc1nnc(-c2ccc(OC)cc2)o1
  A: ? | B: 0.6% | C: ? | D: -48%[inhibitor]

62	COc1ccccc1NC(=O)CNC(=O)c1ccccc1
  A: 16% | B: ? | C: -6% | D: -6%

63	Cc1cccc(CNC(=O)CCCN2C(=O)CCn3nc(-c4cn(C)c5ccccc45)cc32)c1
  A: -19% | B: ? | C: 0% | D: -8%[10.9 µM]

64	CCn1c(COc2cccc(C)c2)nnc1SCC(=O)Nc1cccc(C(=O)OC)c1
  A: -13% | B: ? | C: 3% | D: -7%

65	COCCNC(=O)CN1C(=O)COc2ccc(S(=O)(=O)N3CCCC3)cc21
  A: -8% | B: ? | C: -5% | D: -4%[10.9 µM]

66	CCOc1ccc2nc(N3CCCC(C(=O)NCCCN4CCOCC4)C3)sc2c1 (centres undefined)
  A: -29% | B: 2.2% | C: 10µM* | D: -19%

67	CCOC(=O)C1CCN(C(=O)c2ccc3c(c2)sc2nc(-c4ccc(OC)cc4)cn23)CC1
  A: 1% | B: ? | C: 1% | D: 15%[10.9 µM]

68	CCc1cc(=O)[nH]c(SCc2nc(-c3cccc(Cl)c3)no2)n1
  A: -7% | B: ? | C: -1% | D: 1%[10.9 µM]

Grouped by structure: the compounds so far containing a Cl atom
Labels used below – A = p53ts 39C tox; B = IkB signaling; C = p53ts 32C kill; D = Peg3 imprint
3	CNC(=S)N/N=C/c1c(C)nn(-c2cccc(Cl)c2)c1Cl
  A: -7% | B: . | C: 39%[activator] | D: .

6	O=C(COc1ccc(Cl)cc1)NCc1nnc(SCC(=O)Nc2ccc3c(c2)OCCO3)o1
  A: 3% | B: ? | C: 2% | D: 3%

12	COc1ccc(NC(=O)c2ncoc2-c2ccco2)cc1Cl
  A: -14% | B: -1.5% | C: -3% | D: -14%[10.9 µM]

27	COc1ccc(-c2nc3cc(NC(=O)c4ccc(C)cc4)ccc3o2)cc1Cl
  A: ? | B: 2.5% | C: 9% | D: -8%[10.9 µM]

29	CCn1c(SCC(=O)NNC(=S)Nc2ccccc2)nnc1-c1ccc(Cl)cc1
  A: -24% | B: . | C: -23% | D: .

31	Cc1ccc(Cl)cc1NC(=O)CSc1nccn1C
  A: 2% | B: -1.7% | C: 0% | D: -12%[10.9 µM]

34	COc1nnc(-c2ccc(N3CCCCC3)c(NC(=O)c3ccccc3Cl)c2)c2ccccc12
  A: 10% | B: 15% | C: 48%[activator] | D: -11%[10.9 µM]

49	Cc1c(C(=O)N2CCOCC2)oc2c1-c1nn(CC(=O)NCc3cccc(Cl)c3)cc1CC2
  A: -16% | B: ? | C: 0% | D: -12%[10.9 µM]

53	COc1cc(Cl)c(NS(=O)(=O)c2ccc(-c3cnc(C4CC4)o3)cc2)c(OC)c1
  A: -24% | B: 16% | C: 9% | D: -24%[10.9 µM]

68	CCc1cc(=O)[nH]c(SCc2nc(-c3cccc(Cl)c3)no2)n1
  A: -7% | B: ? | C: -1% | D: 1%[10.9 µM]
